CHRM5 PAM: potentiates acetylcholine response at human M5 receptor; P08912; CHO-K1 hM5, Fluo-8 calcium, ACh EC20 PAM; 0% = ACh EC20, 100% = ACh EC100; activation, % at 3 µM; 360,000 tested, 0.3% active; AID 624038;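 active = activation above the run cutoff, the mean activation of all test compounds plus 3 SD, cut at about 18% in these data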
Target sequence (P08912 whole entry, looked up): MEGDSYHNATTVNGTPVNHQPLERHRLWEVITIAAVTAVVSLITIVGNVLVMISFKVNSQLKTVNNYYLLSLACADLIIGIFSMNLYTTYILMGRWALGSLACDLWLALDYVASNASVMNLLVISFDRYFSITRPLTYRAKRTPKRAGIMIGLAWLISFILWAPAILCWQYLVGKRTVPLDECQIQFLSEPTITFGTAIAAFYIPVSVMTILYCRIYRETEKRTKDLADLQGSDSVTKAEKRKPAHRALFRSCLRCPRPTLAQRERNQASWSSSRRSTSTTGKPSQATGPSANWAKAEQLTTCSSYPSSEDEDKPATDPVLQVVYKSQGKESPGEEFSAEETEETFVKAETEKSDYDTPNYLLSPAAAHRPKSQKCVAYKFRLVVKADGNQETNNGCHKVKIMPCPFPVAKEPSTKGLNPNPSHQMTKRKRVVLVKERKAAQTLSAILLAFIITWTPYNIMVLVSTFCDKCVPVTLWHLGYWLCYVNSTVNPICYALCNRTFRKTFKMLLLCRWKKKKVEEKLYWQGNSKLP
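System – CHO-K1 hM5 cells · Compound – 3 µM, single dose · Incubation – compound preincubation 140 s before EC20 acetylcholine addition · Technique – Fluo-8 calcium fluorescence · Measure – Max/basal fluorescence ratio as % of EC20–EC100 ACh window · Benchmarks – low control EC20 acetylcholine (0%), high control EC100 acetylcholine (100%) · Replication – singlicate, one well per test compound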
CRFR2-BP ag: CRF-BP/CRF-R2 complex agonism; HEK293 CRF-R2/CRF-BP, calcium dye fluorescence (FLIPR); percent of saturating CRF peptide response; 350,000 tested, 0.46% active; AID 588473; activation, % at 13.2 µM;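 active = activation of at least 50%, plus an integration ratio under a set limit after plate pattern correction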;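 note: plate controls were neutral control wells without compound for no effect and CRF at EC100 for full effect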
CHRM1 PAM: positive allosteric modulators of human M1 muscarinic receptor. P11229. CHO-K1 hM1, Fluo-8 calcium fluorescence, ACh EC20; 0% = ACh EC20, 100% = maximal ACh. activation, % at 3 µM. 360,000 tested, 0.088% active. AID 588819; in the data active = activation above about 19%, passing the limit was not always enough
Target sequence (P11229 whole entry, looked up): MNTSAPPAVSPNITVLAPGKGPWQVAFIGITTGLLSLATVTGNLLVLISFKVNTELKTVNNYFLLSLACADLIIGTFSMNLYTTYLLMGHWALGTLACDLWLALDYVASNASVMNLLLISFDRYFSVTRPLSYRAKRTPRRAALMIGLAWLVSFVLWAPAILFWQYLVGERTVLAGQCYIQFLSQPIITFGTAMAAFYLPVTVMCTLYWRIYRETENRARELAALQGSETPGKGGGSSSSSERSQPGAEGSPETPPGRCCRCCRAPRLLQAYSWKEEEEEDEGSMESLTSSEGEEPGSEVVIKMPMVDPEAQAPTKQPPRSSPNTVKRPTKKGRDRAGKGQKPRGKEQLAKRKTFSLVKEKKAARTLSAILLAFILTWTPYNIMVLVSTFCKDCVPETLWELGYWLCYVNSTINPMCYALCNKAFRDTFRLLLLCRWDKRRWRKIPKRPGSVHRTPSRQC
CHRM4 agonist: agonists of human muscarinic M4 receptor (CHRM4); P08173; CHO-K1 hM4/Gqi5, Fluo-8 calcium fluorescence; vehicle 0%, full acetylcholine response 100%; activation, % at 3 µM; 360,000 tested, 0.14% active; AID 624127;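 active = activation above the run mean over all test wells plus 3 SD, cut at about 32% in these data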;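 note: peak over basal fluorescence ratio per well then scaled between controls; 0% = DMSO wells and 100% = acetylcholine at EC100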
CHRM4 antagonist: antagonists of human muscarinic M4 receptor (CHRM4). inhibition, % at 3 µM. 360,000 tested, 0.73% active. CHO-hM4 cells, ACh EC80, Fluo-8 calcium fluorescence. P08173. AID 624125;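 active = inhibition above its plate's cutoff, the mean inhibition of sample wells plus 3 SD, cut at about 27% in these data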;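 note: 0% = acetylcholine EC80 with DMSO and 100% = DMSO without agonist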
CHRM4 PAM: potentiates acetylcholine response at human M4 receptor; CHO-K1 hM4/Gqi5, Fluo-8 calcium fluorescence, ACh EC20; 0% = ACh EC20, 100% = maximal ACh; P08173; activation, % at 3 µM; AID 624126; 360,000 tested, 0.4% active;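 active = activation above its plate's cutoff, the mean activation of sample wells plus 3 SD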; note: some results filed as inactive read as strong as hits
CRFBP-R2 block: CRF-BP/CRF-R2 complex antagonism; HEK293 CRF-R2/CRF-BP, CRF-induced calcium fluorescence; inhibition, % at 11.8 µM; 350,000 tested, 0.59% active; AID 588475;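 active = inhibition of the ligand-induced calcium signal above about 50% at the single tested concentration, limit read from the data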
M5 antag: CHRM5 antagonism in calcium assay | CHO-hM5 cells, Fluo-8 calcium fluorescence, ACh EC80 | AID 624040 | 360,000 tested, 0.59% active | P08912 | inhibition, % at 3 µM;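 active = inhibition above a per-plate cutoff, the mean of that plate's test compounds plus 3 SD, cut at about 27% in these data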;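 note: 0% = acetylcholine EC80 with DMSO and 100% = DMSO without agonist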
M5 ag: agonists of human muscarinic M5 receptor (CHRM5). P08912. CHO-K1 hM5 cells, Fluo-8 calcium fluorescence; 0% DMSO wells, 100% maximal acetylcholine response. activation, % at 3 µM. 360,000 tested, 0.19% active. AID 624037;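 active = activation above the run's mean over test compounds plus 3 SD, cut at about 23% in these data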;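 note: signal is peak over basal fluorescence ratio across the kinetic read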
The depositor's hits bear a star.

SMILES | CHRM5 PAM | CRFR2-BP ag | CHRM1 PAM | CHRM4 agonist | CHRM4 antagonist | CHRM4 PAM | CRFBP-R2 block | M5 antag | M5 ag
CC(=O)c1c(C)[nH]c(C(=O)NCc2ccco2)c1C | 4 | -1.1 | 6 | 1 | -11 | 14 | 4 | 0 | 0
CCC(C)NC(=O)NCc1ccccc1F (stereo unspecified) | 0 | -1.5 | 10 | 1 | 6 | 4 | 9 | 2 | -3
COc1ccc(/C=C2\SC(=S)N(CCCC(=O)Nc3cc(C)on3)C2=O)cc1OC | -6 | 17 | 5 | 2 | -7 | 3 | -21 | 21 | -2
O=C(NCc1ccco1)c1cccc(NS(=O)(=O)c2cccc(F)c2)c1 | -3 | -0.6 | 5 | 0 | -5 | -9 | -13 | 3 | 0
Cn1cnc2c1c(=O)n(Cc1ccc(Cl)cc1Cl)c(=O)n2C | -5 | 0.5 | 13 | 3 | -4 | -1 | 0 | 5 | 4
CCCCc1ccc(NC(=O)C(=O)NCCN2CCN(Cc3ccc([N+](=O)[O-])cc3)CC2)cc1 | -7 | -3.9 | -2 | 5 | 9 | -11 | 7 | 8 | -2
C=CCCOc1ccccc1C(N)=O | 4 | -1.0 | 16 | 0 | -6 | 16 | 1 | 5 | -1
COC(=O)c1ccc(NC(=S)NCC2CC2)cc1 | -7 | -1.1 | -1 | 5 | -3 | -1 | 1 | -2 | 4
CCC(Sc1nccn1C)C(=O)Nc1cccc2ccccc12 (stereo unspecified) | -2 | 0.0 | 10 | 1 | 0 | -5 | 5 | 0 | 2
Cn1c2ccccc2c2ccc3c(c21)C(=O)C=CC3=O | 4 | 0.6 | 5 | 4 | 10 | 0 | -43 | 4 | 7
CCOC(=O)C1=C(C)NC(=O)C(C(N)=O)C1c1ccccc1 (stereo unspecified) | 7 | 0.8 | 7 | 0 | -3 | -1 | -5 | -2 | -4
O=C(COc1ccccc1)N/N=C/c1cc2c(cc1[N+](=O)[O-])OCO2 | 1 | 0.7 | 4 | 3 | -1 | 0 | 3 | -2 | 4
O=C(CSc1ncccn1)NNC(=O)c1ccccc1 | -1 | -0.6 | 9 | 1 | -2 | 7 | -2 | 9 | -4
CN(Cc1ccc(OC(F)F)cc1)C(=O)c1ccc(S(=O)(=O)N(C)c2ccccc2)cc1 | -30 | 3.6 | -13 | 12 | 8 | -12 | 12 | 16 | -1
O=C(NCCCN1CCN(c2ccccc2)CC1)Nc1ccccc1C(F)(F)F | -4 | 0.6 | -1 | 1 | 8 | -1 | 7 | 1 | -7
COCCNC(C(=O)Nc1ccc([N+](=O)[O-])cc1Br)c1ccccc1 (stereo unspecified) | 1 | -5.0 | 13 | 2 | -8 | 2 | -16 | -5 | -3
CCOC(=O)C1CCN(C(=O)c2ccc(Cl)c(S(=O)(=O)N3CCOCC3)c2)CC1 | -2 | -0.3 | 6 | 1 | -3 | 4 | 5 | 1 | 0
O=C(COC(=O)c1ccc(S(=O)(=O)N2CCCC2)cc1)Nc1ccc(N2CCOCC2)cc1 | 0 | 0.2 | 11 | 1 | 2 | -1 | -8 | 4 | 1
CNC(=S)Nc1ccc2nc(C)oc2c1 | 0 | 0.5 | 6 | 0 | -4 | 1 | -11 | 16 | 0
COC(=O)CCC(=O)N1CCOCCOCCN(C(=O)CCC(=O)OC)CCOCCOCC1 | -2 | 7.1 | 6 | 0 | 0 | 13 | -7 | 1 | -1
Cn1nc(C(C)(C)C)cc1C(=O)NNC(=O)c1ccc(C(F)(F)F)cc1 | -6 | 2.9 | -4 | 12 | 2 | -20 | 0 | 2 | 5
CC1CCCCN1C(=S)Nc1ccc(S(=O)(=O)N2CCCCC2)cc1 (stereo unspecified) | -2 | 8.0 | 13 | 1 | -15 | 3 | -21 | 3 | 1
COc1cccc(N2C(=O)C3ON(c4ccccc4)C(c4cccs4)C3C2=O)c1 (stereo unspecified) | -10 | 0.8 | 12 | 13 | -16 | -10 | -4 | 2 | 1
COCCn1c(N2CCN(c3ccccc3)CC2)nc2c1c(=O)n(C)c(=O)n2C | -6 | 0.5 | 7 | 3 | 2 | 3 | -6 | 0 | 4
CN(CC(=O)Nc1ccc(Cl)c(Cl)c1)CC(=O)N1CCc2ccccc21 | -5 | 3.5 | 0 | 4 | -8 | -5 | -28 | -4 | -2
CNS(=O)(=O)c1cccc(C(=O)OCC(=O)/C=C2/N(C)c3ccccc3C2(C)C)c1 | -14 | 1.6 | -8 | 12 | 3 | 0 | -8 | 15 | 2
O=C(CCCN1C(=O)c2ccccc2C1=O)Nc1cccnc1 | 0 | 1.9 | 16 | 0 | -1 | 3 | -13 | -2 | 1
CCN(CC)S(=O)(=O)c1ccc2c(c1)NC(=O)C1CCCN21 (stereo unspecified) | 0 | 1.1 | -5 | 6 | 13 | -7 | -7 | 10 | -2
COc1ccccc1NS(=O)(=O)c1cccc(C(=O)NN=C2CCCCCC2)c1 | -2 | 1.4 | -1 | 6 | -10 | -3 | -14 | -2 | -2
CC(=O)NC(CC(=O)OCC(=O)c1c(N)n(C)c(=O)n(C)c1=O)c1ccccc1 (stereo unspecified) | 1 | 0.8 | 1 | 1 | 3 | 6 | 11 | -6 | 2

Record cards, as listed above.
`O=C(CCCN1C(=O)c2ccccc2C1=O)Nc1cccnc1` is listed as CHRM5 PAM: 0; CRFR2-BP ag: 1.9; CHRM1 PAM: 16; CHRM4 agonist: 0; CHRM4 antagonist: -1; CHRM4 PAM: 3; CRFBP-R2 block: -13; M5 antag: -2; M5 ag: 1
`CN(CC(=O)Nc1ccc(Cl)c(Cl)c1)CC(=O)N1CCc2ccccc21` is listed as CHRM5 PAM: -5; CRFR2-BP ag: 3.5; CHRM1 PAM: 0; CHRM4 agonist: 4; CHRM4 antagonist: -8; CHRM4 PAM: -5; CRFBP-R2 block: -28; M5 antag: -4; M5 ag: -2

Further structures:
SMILES | CHRM5 PAM | CRFR2-BP ag | CHRM1 PAM | CHRM4 agonist | CHRM4 antagonist | CHRM4 PAM | CRFBP-R2 block | M5 antag | M5 ag
O=c1cc(-c2ccccc2)c2cc(Cl)c(O)c(CN3CCOCC3)c2o1 | 10 | 0.0 | 11 | 1 | 8 | 1 | -3 | 2 | -2
O=C(NCc1ccncc1)C(=O)NCc1ccco1 | 5 | -0.9 | 11 | 0 | 3 | 1 | -2 | -6 | 1
CC1(C)Cc2ccccc2-c2nnc(SCC(=O)N3CCN(c4ccccc4)CC3)n21 | -6 | -2.3 | -5 | 8 | -5 | -10 | -23 | 6 | 4
CCN(CC)c1ccc(NS(=O)(=O)c2ccc(-c3ccc(=O)[nH]n3)o2)c(C)c1 | -4 | -0.2 | -3 | 8 | -3 | -4 | 6 | 2 | 1
O=C(CN1CCN(c2ccccn2)CC1)Nc1cccc(C(F)(F)F)c1 | 7 | -0.1 | 16 | 3 | -7 | 14 | 3 | -3 | 2
CC1CCN(C(=O)c2ccc3ccccc3c2)CC1 | 1 | -2.0 | 5 | -1 | -9 | 8 | 1 | 5 | -6
CCCSCCCNC(=O)CN1C(=O)COc2ccc(S(=O)(=O)N3CCCC3)cc21 | 1 | -0.4 | 11 | -1 | 2 | -2 | 4 | -10 | -6
COCCNC(=O)c1cc(-c2ccccc2OC)on1 | -4 | -2.4 | 4 | 0 | -1 | 4 | -8 | 3 | 2
CCOc1ccccc1C1NC(=O)CCC1[N+](=O)[O-] (stereo unspecified) | 2 | -0.2 | 7 | 0 | -9 | -2 | 0 | -7 | 3
O=C(Oc1cc(=O)oc2c1c(=O)n1c3c(cccc23)CC1)c1ccc(F)cc1 | 2 | 7.1 | 11 | 0 | 4 | -2 | 0 | -6 | 0
Cc1cc(C)nc(SCc2nnc(SCC(N)=O)o2)n1 | 9 | -0.9 | 10 | 2 | 4 | 0 | -2 | -4 | 0
O=C(CC(C(=O)O)c1cccc(Cl)c1)c1ccccc1 (stereo unspecified) | -2 | -2.0 | 4 | 1 | -8 | 1 | 12 | 5 | -1
O=C1CC(=O)N(c2ccccc2)N1c1ccccc1 | 3 | 0.6 | 5 | 0 | 6 | -3 | 0 | 0 | -2
O=C(c1cc(-c2cccs2)nc2ccccc12)N1CCN(CCO)CC1 | -12 | 0.0 | -7 | 16 | -3 | -7 | -12 | 6 | 6
COc1ccccc1-c1nnc(-c2ccc(N3CCOCC3)cc2)o1 | -15 | -1.6 | 6 | 4 | 0 | -1 | -2 | -2 | -7
O=C(NCCN1CCCC1)c1cccc(Cl)c1 | -2 | -0.7 | -2 | 1 | -4 | 3 | 10 | 1 | -4
CCOC(=O)Cc1nn(C)c(=O)c2ccccc12 | -1 | -0.6 | 0 | 3 | -1 | 0 | 1 | 4 | 0
OCCC1CN(Cc2cccc3nccnc23)CCN1C1CCCC1 (stereo unspecified) | 3 | 0.7 | 6 | 1 | -4 | 6 | 24 | 3 | -6
COc1ccc(N(C)S(=O)(=O)c2ccc3c(c2)NC(=O)CO3)c(OC)c1 | 2 | -3.4 | -6 | 12 | -5 | -7 | 15 | -19 | 3
O=S(=O)(c1ccc(NC(=S)NCCC(c2ccccc2)c2ccccc2)cc1)N1CCOCC1 | -10 | 3.6 | -9 | 10 | 22 | -10 | -13 | 21 | 2

3 compounds already listed, arranged by the value under CHRM1 PAM, low to high:
mol,CHRM1 PAM
O=C(NCCN1CCCC1)c1cccc(Cl)c1,-2
CCOC(=O)Cc1nn(C)c(=O)c2ccccc12,0
Cc1cc(C)nc(SCc2nnc(SCC(N)=O)o2)n1,10

Remaining list, next part:
SMILES | CHRM5 PAM | CRFR2-BP ag | CHRM1 PAM | CHRM4 agonist | CHRM4 antagonist | CHRM4 PAM | CRFBP-R2 block | M5 antag | M5 ag
CC1CCC(C(=O)NC(C(=O)NCCN2CCC(C)CC2)C(C)C)CC1 (stereo unspecified) | 1 | 1.2 | 6 | 0 | -9 | 12 | -35 | -3 | 1
COc1ccc(OC)c(-c2nnc(SCC(=O)N3CCCc4ccccc43)o2)c1 | 1 | -1.9 | 4 | 6 | 2 | 7 | -13 | -6 | -3
CC(C)Cc1nc2sc3c(SCC(N)=O)ncnc3c2c2c1CCC2 | -4 | 1.3 | 6 | 2 | 1 | -3 | -12 | 16 | -2
CCCNC(=O)C1CCN(c2nc(C)cc(C)n2)CC1 | -3 | -0.2 | -8 | 1 | -11 | 5 | 3 | 0 | -4
COc1ccc(/C=N/n2c(=S)n(C)c3ccccc32)cc1OC | -2 | 0.5 | 3 | 1 | -9 | 0 | 9 | -1 | 1
Cc1ccc(C)c(NC(=O)COC(=O)c2cc(=O)c3ccccc3o2)c1 | 8 | -1.6 | 9 | 0 | -23 | 3 | -3 | -3 | -2
COCc1cc(CN2CCN(Cc3ccsc3)C(CCO)C2)ccc1OC (stereo unspecified) | -1 | -0.5 | 12 | 1 | 14 | 3 | -2 | 6 | -5
Cn1c(SCc2cccc(F)c2)nnc1-c1ccncc1 | -4 | -0.7 | 1 | 0 | 21 | -13 | 0 | 10 | -5
Cc1ccc(OCC(=O)OCC(=O)c2cccc([N+](=O)[O-])c2)cc1C | 6 | 2.3 | 10 | 0 | 2 | 4 | 29 | -10 | -4
CC(C)Cn1c(SCc2nnc(-c3cccs3)o2)nc(O)cc1=O | 7 | -0.3 | 2 | 1 | -2 | 4 | -2 | -8 | 0
COc1ccc(C2=CC(=O)C[C@H](c3ccc4c(c3)OCO4)C2)cc1 | -7 | 2.3 | -6 | 4 | -7 | -7 | 1 | 13 | -4
COc1ccc(C2(C)NC(=O)N(CC(=O)Nc3ccc(-c4nc5ccc(C)cc5s4)cc3)C2=O)cc1 (stereo unspecified) | -7 | 6.2 | -1 | 3 | 9 | 0 | -37 | 17 | 0

Bioassay records as filed in PubChem BioAssay.
